Source: PubChem BioAssay (Sanford-Burnham Center for Chemical Genomics)
tim10-1 inh: growth inhibitors of tim10-1 mutant yeast; S. cerevisiae tim10-1 ts strain growth, BacTiter-Glo, 24 h; inhibition, % at 20 µM; 2.2% of 330,000 active;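 active means inhibition of at least 40%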;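 further: mutant grown at 25 °C; 0% = DMSO wells with yeast and 100% = wells holding no yeast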
Mdm2-MdmX inh: human Mdm2/MdmX binding inhibition | SaOS-2 split-luciferase Mdm2/MdmX complementation, luminescence | O15151+Q00987 | 3% of 330,000 active | inhibition, % at 8 µM;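 active means inhibition of at least 50% at 8 µM in the primary screen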
UPR XBP1 act: adaptive UPR (XBP1) activation. 0.33% of 330,000 active. activation, % at 20 µM. CHO-XBP1 luciferase reporter, IRE1-XBP1 UPR activation, luminescence; percent of tunicamycin response, DMSO as zero;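 active means versus positive control, 20 µM dose yields 30% or more activation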;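 further: 100% = tunicamycin at 10 µg/mL and 0% = DMSO only wells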
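Assay system: CHO-XBP1 luciferase reporter cells; Schedule: 6 h treatment, 37 °C; Detection: glow luminescence from Steady-Glo reagent; Benchmarks: high control tunicamycin 10 µg/mL final, low control DMSO vehicle only.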
APJ agonist: agonists of human APJ apelin receptor | activation, % at 20 µM | 0.11% of 330,000 active | P35414 | CHO-K1 APJ PathHunter beta-arrestin, luminescence; 0% DMSO wells, 100% apelin;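 active means activation more than six SD over the plate average, tested at 20 µM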;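 further: 0% = DMSO alone and 100% = apelin-13 at 10 nM; some results filed as inactive read as strong as hits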
Target sequence (P35414 whole entry, looked up): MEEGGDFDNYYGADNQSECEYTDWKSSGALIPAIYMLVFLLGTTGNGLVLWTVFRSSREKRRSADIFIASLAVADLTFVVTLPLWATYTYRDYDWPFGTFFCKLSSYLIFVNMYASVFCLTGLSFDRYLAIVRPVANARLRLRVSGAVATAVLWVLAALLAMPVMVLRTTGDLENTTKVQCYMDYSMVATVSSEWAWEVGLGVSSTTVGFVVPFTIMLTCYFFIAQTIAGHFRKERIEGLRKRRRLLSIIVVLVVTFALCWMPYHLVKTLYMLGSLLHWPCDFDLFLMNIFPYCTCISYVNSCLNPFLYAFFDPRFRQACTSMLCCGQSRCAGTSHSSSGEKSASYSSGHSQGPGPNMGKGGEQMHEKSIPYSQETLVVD
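Assay system: CHO-K1 APJ beta-arrestin complementation cell line / Compound: single test compound dose, 20 µM final, 1% DMSO / Times: overnight seeding, 90 min compound at 25 °C, 1 h detection / Technique: beta-gal luminescence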
tim23-1 inh: growth inhibitors of tim23-1 mutant yeast; S. cerevisiae tim23-1 growth, BacTiter-Glo luminescence, 24 h; inhibition, % at 20 µM; 1.3% of 330,000 active;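 active means growth inhibition of the mutant yeast at or above 50%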;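 further: temperature-sensitive mutant grown at 25 °C; plate controls were DMSO-treated mutant yeast for no effect and medium wells lacking yeast for full effect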
CXCR6 inh: inhibitors of human CXCR6 receptor | inhibition, % at 20 µM | CHO-K1 PathHunter CXCR6 beta-arrestin, luminescence | 0.36% of 360,000 active | AID 602244 | O00574; in the data active means inhibition above about 34%, passing the limit was not always enough;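 further: antagonist mode with CXCL16 agonist at 10 nM final; 0% = 10 nM CXCL16 with DMSO and 100% = unstimulated wells without agonist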
Target sequence (O00574 whole entry, looked up): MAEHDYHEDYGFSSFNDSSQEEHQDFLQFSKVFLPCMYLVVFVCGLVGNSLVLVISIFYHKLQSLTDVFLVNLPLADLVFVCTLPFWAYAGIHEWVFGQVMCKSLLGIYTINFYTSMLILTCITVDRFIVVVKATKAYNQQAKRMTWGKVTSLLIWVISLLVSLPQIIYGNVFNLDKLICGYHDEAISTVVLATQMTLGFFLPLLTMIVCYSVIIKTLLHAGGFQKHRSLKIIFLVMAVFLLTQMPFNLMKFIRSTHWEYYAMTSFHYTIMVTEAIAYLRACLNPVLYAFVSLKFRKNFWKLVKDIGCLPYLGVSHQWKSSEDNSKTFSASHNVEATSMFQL
TIM10 inh: TIM10 yeast growth inhibition; S. cerevisiae TIM10 strain growth, BacTiter-Glo luminescence, 24 h; inhibition, % at 10 µM; 1.4% of 330,000 active;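 active means inhibition of 40% or more at the single tested concentration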;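 further: wild-type TIM10 isogenic control strain grown at permissive 25 °C; 0% = DMSO yeast wells and 100% = minimal medium wells without yeast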
APJ antag: blocks the human apelin receptor APJ | AID 2521 | CHO-K1 APJ beta-arrestin complementation, luminescence | P35414 | 0.32% of 330,000 active | inhibition, % at 20 µM;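 active means inhibition above about 40% at 20 µM, limit read from the data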;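 further: cells challenged with 10 nM apelin-13 agonist together with compound; plate controls were apelin-13 plus DMSO wells for no effect and DMSO wells lacking apelin-13 for full effect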
UPR CHOP act: apoptotic UPR (CHOP) activation. CHO-CHOP luciferase reporter, luminescence; percent of tunicamycin response over DMSO baseline. activation, % at 10 µM. 0.34% of 330,000 active. AID 449763;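 active means at 10 µM dose, activation of 40% or more, normalized to positive control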;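 further: 100% = tunicamycin at 10 µg/mL and 0% = DMSO alone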
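System: CHO-CHOP luciferase reporter cell line; amount: 500 cells/well; buffer or medium: F12 medium containing 10% fetal bovine serum; incubation: 6 h compound exposure at 37 °C after overnight seeding; measured by: luciferase luminescence after 10 min with Steady-Glo reagent; evaluation: % reporter activation, DMSO baseline versus tunicamycin full activation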
Starred values were filed as active, the others as inactive; / = not tested or not shown. An excerpt; count on the stated rates, not on these rows.

Values run as follows: tim10-1 inh	Mdm2-MdmX inh	UPR XBP1 act	APJ agonist	tim23-1 inh	CXCR6 inh	TIM10 inh	APJ antag	UPR CHOP act
O=C(CN1C2CCC1CC(O)(c1cccnc1)C2)Nc1ccc2c(c1)OCO2 (stereo not drawn)
→ 2	12	0	-5	4	-2	1	3	1.5
COC(=O)C1=C(c2ccc(F)cc2F)C[C@@H]2CC[C@H]1N2C(=O)NCCOc1ccccc1Cl
→ 8	-6	-3	-3	37	4	-4	1	2.4
COc1cccc(C2(C#N)CCN(C)CC2)c1
→ 10	19	-1	-1	1	-7	-2	2	2.0
CCCNC(=O)N1[C@H]2CC[C@@H]1C(C(=O)OC)=C(c1ccc3ccccc3c1)C2
→ 24	11	-3	-2	10	-10	-3	3	-1.2
Cn1c(O)c(C2=NNC(c3ccc(Cl)cc3)C2)c(=O)n(C)c1=O (stereo not drawn)
→ 11	7	5	-4	25	34*	22	14	3.2
CCN(CC)CCCOC(=O)C(OC)(c1ccccc1)c1ccccc1
→ -13	5	-2	2	-12	-7	1	19	-1.7
O=C(c1cc(=O)[nH]c2ccc(Br)cc12)N1CCC2(CC1)OCCO2
→ -5	1	-3	-3	7	-7	-4	-7	-4.6
COc1cc(C(O)CNC(C)C)cc(F)c1OC (stereo not drawn)
→ -7	-2	2	4	-2	2	-4	23	0.0
CCCCCCCCN=Cc1c(O)[nH]c(=O)[nH]c1=O
→ 24	27	1	-2	33	-3	38	21	0.5
COC(=O)C1=C(N)OC(C)=C(C(C)=O)C12C(=O)N(C)c1ccccc12 (stereo not drawn)
→ 19	21	0	5	14	-10	1	-18	0.7
Cc1nc2cc([N+](=O)[O-])ccc2c(=O)n1-c1ccccc1[N+](=O)[O-]
→ 23	7	0	-1	26	-32	12	-2	0.6
COC(=O)Nc1ccc(N=C(N)N[N+](=O)[O-])cc1
→ 22	-30	2	-3	18	-17	21	-43	-1.8
CNC(=O)Oc1cccc2ccccc12
→ -15	-5	1	0	3	-9	-2	14	0.4
Cc1ccc(/C=C2\C(=O)NC(=O)N(Cc3ccccc3Cl)C2=O)o1
→ 9	21	19	2	15	-1	3	-11	3.7
CC12CC[C@H]3[C@@H](CCC4(O)C[C@H](O)CCC34/C=N/NC(=O)c3ccccc3Cl)C1(O)CCC2C1=CC(=O)OC1 (stereo partly drawn)
→ -7	-3	1	-2	8	-3	-3	-23	1.3
O=C1NC(=O)C2(Cc3ccccc3N3CCCC32)C(=O)N1c1ccccc1 (stereo not drawn)
→ 14	4	3	0	-32	0	5	-1	-0.5
CCCCCCn1c(=O)c(C(=O)Nc2nnc(C)s2)c(O)c2ccccc21
→ 10	16	2	1	8	/	3	10	-0.7
c1ccc(Nc2ccc(Nc3ccccc3)cc2)cc1
→ 31	8	6	3	22	-12	15	-20	4.1
C=CCN1CC[C@]23c4c5ccc(O)c4OC2[C@H](O)CC[C@@]3(O)[C@H]1C5 (stereo partly drawn)
→ 2	7	1	-6	11	-2	-2	13	1.3
O=C1NC(=O)N(c2ccc(Cl)cc2)C(=O)/C1=C\c1ccc(Sc2nc3ccccc3[nH]2)o1
→ 26	16	-1	-3	18	-2	26	1	2.5
COc1ccccc1C1=NCc2nnc(CSC)n2-c2ccc(Cl)cc21
→ 6	17	0	-4	19	-4	-6	5	-0.4
O=c1[nH]c(=O)n(-c2ccccc2)c(O)c1/C=C1/C(c2ccccc2)=Nc2ccccc21
→ -38	61*	0	-3	0	11	-12	12	2.8
Cc1nn(Cc2ccccc2)c(C)c1C(=O)O
→ 7	-18	-3	-1	6	-2	5	7	0.2
N#CC1=C(N)Oc2c(c(=O)oc3ccccc23)C1c1ccncc1 (stereo not drawn)
→ 5	22	0	-4	11	6	0	-4	0.1
O=C1NC(=O)C(=Cc2ccc3c(c2)OCO3)C(=O)N1
→ -5	-5	-3	-3	14	/	-2	6	0.1
O=C(O)CCCc1ccc(N(CCCl)CCCl)cc1
→ -35	13	-4	3	13	-1	2	12	2.6
N#Cc1ccc(Cn2cc(C=O)c3ccccc32)cc1
→ 4	11	-3	1	16	4	-10	21	2.0
CNc1ccc2oc(C[C@H]3O[C@@]4(CC[C@H]3C)O[C@H]([C@H](C)C(=O)c3ccc[nH]3)[C@H](C)C[C@H]4C)nc2c1C(=O)O
→ 56*	100*	26	2	54*	75*	-20	65*	7.0
O=C(NC[P+](=O)O)OCc1ccccc1
→ 9	-5	2	-1	9	4	-4	-19	-0.4
Cc1ccc(CNC2=NCCS2)cc1
→ -8	-2	1	-7	-21	1	-9	-19	1.2
COc1ccc(Br)cc1CN1CCN(CCO)CC1
→ -4	7	4	1	-11	6	-16	0	12
COC(=O)C1=C(c2ccc(F)cc2OCc2ccccc2)C[C@@H]2CC[C@H]1N2C(=O)NCc1ccccc1Cl
→ 16	34	-4	-4	15	9	-3	5	4.9
CCOC(=O)C1CCN(Cc2ccc(Cl)nc2)CC1
→ -2	7	-4	-4	-3	2	-13	6	-0.3
Cc1nn(Cc2ccccc2)c(C)c1C=C1C(=O)NC(=S)NC1=O
→ 6	14	-3	-1	-3	1	-6	-2	6.6
Cc1ccc(OP(=O)(NC(C)c2ccccc2)Oc2ccc(C)cc2)cc1 (stereo not drawn)
→ 13	4	-2	-1	25	10	28	-3	-0.6
CCC(=Nc1ccc(OC)cc1OC)c1c(O)n(C)c(=O)n(C)c1=O
→ 38	19	-1	3	34	-10	31	-11	-1.8
CCSC1=NN1c1cc(C)nc(N)n1
→ -12	-2	-4	-2	14	-7	2	-4	0.2
COc1cc(/C=C/c2nc3ccccc3c(=O)n2-c2ccccc2O)ccc1O
→ 40	69*	6	-2	36	-13	29	-14	4.9
CC1(CCl)CN1S(=O)(=O)c1ccccc1 (stereo not drawn)
→ 4	3	1	0	25	-1	13	-8	-1.6
COC(=O)C1=C(c2ccc(F)cc2OCc2ccccc2)C[C@@H]2CC[C@H]1N2C(=O)NCc1ccc(N(C)C)cc1
→ 24	45	-2	1	30	14	24	-13	1.8
Clc1ccc2[nH]c3c(c2c1)CCNC3
→ -2	17	-4	-1	11	-11	6	-10	2.1
CN1CCc2nc(N)c(C#N)c(-c3ccccc3)c2C1
→ 2	-5	-2	4	14	-7	-8	-14	0.6
CCCCN1C(=O)C(C2c3ccccc3C(=O)N2Cc2ccccc2)C(=O)NC1=S (stereo not drawn)
→ 24	10	-1	1	14	-8	-3	-13	1.1
CC1(C(O)(C#CCN2CCCCC2)c2ccccc2)CCCC1 (stereo not drawn)
→ 13	11	3	-2	13	-12	10	-10	-0.1
CC1CCCCN1C(=O)Cn1cc(C=C2C(=O)N(C)C(=O)N(C)C2=O)c2ccccc21 (stereo not drawn)
→ 22	17	-3	5	12	10	-2	-1	-0.2
O=[N+]([O-])c1ccc(C[n+]2c(-c3ccccc3)cc(-c3ccccc3)cc2-c2ccccc2)cc1
→ 37	-8	15	6	20	8	33	-6	0.5
O=C(Cc1c(Cl)cccc1Cl)N1CCN(Cc2ccccc2)CC1
→ 7	4	3	-1	18	-2	0	9	1.3
Cc1ccsc1-c1nc(CSCC(=O)N2CCC3(CC2)OCCO3)c(C)o1
→ 27	-17	0	2	18	-14	16	-4	-0.5
c1ccc2c(c1)-c1cccc3cccc-2c13
→ 4	-4	1	0	-1	-10	-6	-75	1.8
COC(=O)Cn1cc(C(=O)c2ccccc2F)c2ccccc21
→ -3	16	-2	-4	8	2	7	-13	-0.3
Cc1ccc(NC(=O)[C@@H](NC(=O)N2C[C@H]3C[C@@H](C2)c2cccc(=O)n2C3)C(C)C)cc1
→ 5	-3	0	-2	-20	-3	-2	6	0.0
CC(=O)Nc1ccccc1C(=O)C(=O)Nc1cccc(C(=O)N2CCC3(CC2)OCCO3)c1
→ -13	11	0	-1	16	-4	4	9	-1.2
Fc1ccccc1CCNCc1cccc(Cl)c1Cl
→ -6	-11	0	-7	1	3	-5	14	-1.9
COC(=O)C1=C(c2c(C)noc2C)C[C@@H]2CC[C@H]1N2C(=O)NCc1ccc(C(F)(F)F)cc1
→ -1	8	0	-3	3	8	2	0	-2.3
O=c1[nH]c(=S)n(Cc2ccc(F)cc2)c(O)c1C=NCc1ccc2c(c1)OCO2
→ -21	33	5	1	-36	-2	-25	-12	0.8
CCN1CC2C3CCC(C)(O3)C2C1 (stereo not drawn)
→ 16	12	-2	0	13	6	-21	-16	-0.9
CC[C@@H](C(N)=O)N1CCCC1=O
→ 12	22	-5	-3	7	/	1	-10	-1.0
COc1ccccc1OCCCn1cc(C(=O)C2CC2)c2ccccc21
→ 16	-3	-4	2	10	5	11	10	-0.1
O=C(NCCO)c1nsnc1NCCCl
→ 4	-43	-3	-2	1	0	6	7	-0.2
CCOc1ccc(-n2c(O)c(C=Nc3ccc(N4CCOCC4)cc3)c(=O)[nH]c2=O)cc1
→ 3	0	-3	0	-16	-2	-23	-9	-1.8

Complete entries as entered above:
COC(=O)C1=C(c2c(C)noc2C)C[C@@H]2CC[C@H]1N2C(=O)NCc1ccc(C(F)(F)F)cc1 across the screens: tim10-1 inh: -1; Mdm2-MdmX inh: 8; UPR XBP1 act: 0; APJ agonist: -3; tim23-1 inh: 3; CXCR6 inh: 8; TIM10 inh: 2; APJ antag: 0; UPR CHOP act: -2.3
Clc1ccc2[nH]c3c(c2c1)CCNC3 across the screens: tim10-1 inh: -2; Mdm2-MdmX inh: 17; UPR XBP1 act: -4; APJ agonist: -1; tim23-1 inh: 11; CXCR6 inh: -11; TIM10 inh: 6; APJ antag: -10; UPR CHOP act: 2.1

Further compounds:
Values run as follows: tim10-1 inh	Mdm2-MdmX inh	UPR XBP1 act	APJ agonist	tim23-1 inh	CXCR6 inh	TIM10 inh	APJ antag	UPR CHOP act
Cc1cccc(OCC(=O)N2CCN(Cc3cccnc3)CC2)c1
→ 1	-1	-2	-1	-1	-4	-10	-17	0.9
Cc1cccc(OC(=O)N2CCOCC2)c1
→ -10	10	-2	-1	1	0	-1	-5	1.4
Cc1ccc(OP(=O)(O)Oc2ccc(C)cc2)cc1
→ 0	14	-1	-4	0	-7	-11	0	1.2
O=c1cccc2n1CC1CC2CN(c2ncnc3c2cnn3-c2ccc(Cl)cc2)C1 (stereo not drawn)
→ 40	11	-1	-2	35	8	44*	1	2.9
CCN1CCN(Cc2cc(OC)c(OC)cc2[N+](=O)[O-])CC1
→ 4	-16	-1	3	17	/	-2	-37	1.3
O=C1C=C2C=C[C@H]3C[C@]2(O1)[C@@H]1CCCCN13
→ 4	-1	-2	-6	-18	-1	3	3	-3.1
COC1=CC(=O)O[C@@H](/C=C/c2ccccc2)C1
→ 28	-7	-4	-3	12	3	3	0	3.4
OC12ONC(c3ccccn3)C1N1CCC2CC1 (stereo not drawn)
→ 1	-11	1	-2	-26	2	-5	20	0.5
CCCCCCC(=O)c1c(O)n(-c2ccc(OC)cc2)c(=O)[nH]c1=O (tested in a mixture with another compound)
→ -3	1	4	-3	-1	-4	-2	10	1.1
C=CCN1C(=O)/C(=C/c2cc(C)n(-c3ccccn3)c2C)C(=O)NC1=S
→ -20	5	-4	-2	6	-2	-13	3	9.2
CC(C)OC1CCCC(O)C1CC(=O)O (stereo not drawn)
→ 1	-12	0	-3	3	0	0	12	-2.7
